MmCpn inh – blocks the Methanococcus maripaludis chaperonin Mm-Cpn. purified Mm-Cpn ATPase, ADP Transcreener TR-FRET. 0.031% of 330,000 active. Potency, µM (series often up to 76.9 µM), inactives show at the top dose activity, negative = inhibition, actives largely listed as inhibitors; note: potency is the fitted concentration of half-maximal effect; % is set by controls: 0 for no effect and ±100 for the full control effect; nearly all actives have a fitted effect of over 80% in size
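ATPase turnover read by TR-FRET ADP competition (Eu cryptate antibody/ADP-d2, 665/590 nm): 10uM ATP final, 25nM Mm-CPN final, 30 min 37degC after 10-min compound preincubation, pH 7.4 Tris/KCl/MgCl2/DTT buffer.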
CCT chaperon mod – cytosolic chaperonin activity modulation. purified chaperonin ATPase assay, HTRF ADP detection, 30 min. activity change, % (no concentration beside the values), hits read low. 0.3% of 360,000 active; in the data active = activity change below about -30%; note: % is set by controls: 0 for no effect and ±100 for the full control effect
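TRiC at 40 or 20 nM final (batch-dependent) in 30 mM Tris pH 7.4, 100 mM KCl, 5 mM MgCl2, 1 mM DTT, with compound at single 76 uM and 10 uM ATP, 30 min at 37 deg C. ADP detected by HTRF Transcreener, 665/615 ratio.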
EPAC2 agonist – activates human EPAC2 exchange factor. Q8WZA2. EPAC2 activation, biochemical qHTS; response scale: 100% = 6.5 mM cAMP response. Potency, µM (top dose mostly 154 µM), inactives show at the highest dose activation, hits mostly activators. 0.079% of 360,000 active. AID 720711; note: potency is the fitted concentration of half-maximal effect; nearly all actives have a fitted effect of over 50% in size
Target sequence (Q8WZA2 whole entry, looked up): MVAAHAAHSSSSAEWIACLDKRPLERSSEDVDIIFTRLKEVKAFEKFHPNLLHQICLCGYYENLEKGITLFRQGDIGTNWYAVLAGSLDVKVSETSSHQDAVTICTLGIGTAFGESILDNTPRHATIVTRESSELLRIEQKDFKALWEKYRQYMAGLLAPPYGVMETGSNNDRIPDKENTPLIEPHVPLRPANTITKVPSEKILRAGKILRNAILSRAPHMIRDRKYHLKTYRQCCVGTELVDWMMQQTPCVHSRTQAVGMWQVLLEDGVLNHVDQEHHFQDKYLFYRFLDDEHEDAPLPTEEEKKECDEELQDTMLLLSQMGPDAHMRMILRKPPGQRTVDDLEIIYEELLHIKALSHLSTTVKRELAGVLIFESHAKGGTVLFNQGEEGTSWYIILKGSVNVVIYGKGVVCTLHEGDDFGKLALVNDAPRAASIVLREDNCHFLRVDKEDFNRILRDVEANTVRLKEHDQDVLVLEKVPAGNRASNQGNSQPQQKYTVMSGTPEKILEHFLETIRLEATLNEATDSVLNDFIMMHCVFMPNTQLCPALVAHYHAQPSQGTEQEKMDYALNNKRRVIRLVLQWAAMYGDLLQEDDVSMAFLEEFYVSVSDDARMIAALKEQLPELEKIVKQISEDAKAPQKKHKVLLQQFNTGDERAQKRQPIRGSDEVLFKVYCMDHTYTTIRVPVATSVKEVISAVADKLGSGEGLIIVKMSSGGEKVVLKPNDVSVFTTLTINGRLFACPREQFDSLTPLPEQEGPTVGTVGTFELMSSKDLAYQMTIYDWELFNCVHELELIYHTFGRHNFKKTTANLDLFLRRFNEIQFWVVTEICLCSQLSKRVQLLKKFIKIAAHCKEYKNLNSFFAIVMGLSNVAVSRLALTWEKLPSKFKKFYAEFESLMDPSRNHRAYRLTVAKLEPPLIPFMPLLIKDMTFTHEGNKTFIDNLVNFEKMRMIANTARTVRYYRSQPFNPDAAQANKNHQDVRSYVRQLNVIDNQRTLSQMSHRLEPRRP
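EPAC2 (100 nM) mixed with Rap1B loaded with BODIPY-GDP (250 nM) plus 50 uM unlabeled GDP; compounds pinned in, 5 min RT, then read every 5 min for 30 min (ex 480, em 540 nm). Normalized to cAMP control.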
Nrf2 activator – Nrf2 pathway activation | AREc32 ARE-luciferase reporter (MCF7-derived line), luminescence, 24 h | Potency, µM (titrated, usually from 46.1 µM), for inactives: at the highest dose activation, most hits filed as activators | 0.31% of 410,000 active; note: potency is the fitted concentration of half-maximal effect; % of control where 0% means no effect; nearly all actives have a fitted effect of over 65% in size
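ARE-driven firefly luciferase activity in AREc32 cells measured after a 24 hr compound exposure at 37 deg C, using Steady-Glo reagent and a 30 min room-temperature hold.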
A549 tox – A549 cytotoxicity, counter-screen for Nrf2 inhibitors; A549 ARE-Fluc cells, CellTiter-Fluor viability, 18-24 h; 0.16% of 390,000 active; Potency, µM (top dose mostly 46 µM), for inactives: at the top dose activity change, negative = cytotoxicity, usual class: inhibitors; note: potency is the fitted concentration of half-maximal effect; % is set by controls: 0 for no effect and ±100 for the full control effect
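A549 ARE_Fluc cells in 5% FBS OPTI-MEM were exposed to compounds in concentration-response for 18-24 h at 37 deg C. Viability was read by CellTiter-Fluor fluorescence (Ex 405/Em 525) after 30 min, before the luciferase read.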
pAkt inh – blocks phosphorylation of Akt; Neuro2A IGF-stimulated pAkt S473 HTRF, 20 min; stronger effect = lower value; activity change, % for hits at 50 µM; 0.32% of 360,000 active; in the data active = activity change below about -80%; inconclusive = mostly about -51% to -80%; note: % is set by controls: 0 for no effect and ±100 for the full control effect
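Neuro2A cells in DMEM with 0.5% FBS, overnight at 37 deg C, given compound at single 50 µM final, then IGF (6 nM final) for 20 min at 37 deg C. Lysed; phospho-Akt Ser473 by HTRF after 24 h, 665/615 ratio.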
EPAC2 antagonist – blocks human EPAC2 exchange factor | Potency, µM (titrated, usually from 114 µM), inactives show top-dose activity, negative = inhibition, hits mostly inhibitors | EPAC2 GEF exchange of Rap1B-BODIPY-GDP, fluorescence | Q8WZA2 | 0.18% of 360,000 active; note: potency is the fitted concentration of half-maximal effect; % is set by controls: 0 for no effect and ±100 for the full control effect; nearly all actives have a fitted effect of over 45% in size; many of its hits are not listed in these tables
Nrf2 inh – blocks Nrf2 signaling; Potency, µM (doses to about 46 µM), without a hit: at the highest dose activity change, negative = inhibition, hits mostly inhibitors; 2.1% of 360,000 active; AID 504444; A549 ARE-Fluc reporter, luciferase luminescence, 18-24 h; note: potency is the fitted concentration of half-maximal effect; % is set by controls: 0 for no effect and ±100 for the full control effect; nearly all actives have a fitted effect of over 60% in size
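Cells were seeded and rested 2 h, then exposed to compounds for 18-24 h. CellTiter-Fluor was read first as a viability measure. BugLite was added 15 min before the final luminescent read of ARE-luciferase activity in A549 cells.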
TGFb inhibitor – TGF-b pathway inhibition; 1.2% of 410,000 active; Potency, µM (highest dose often 46.1 µM), inactives show at the highest dose activity, negative = inhibition, most hits filed as inhibitors; HepG2 CAGA-GFP TGF-b/SMAD3 reporter, GFP fluorescence, 18 h; TGF-beta stimulated, 500 pg/mL final; AID 588855; note: potency is the fitted concentration of half-maximal effect; % is set by controls: 0 for no effect and ±100 for the full control effect; nearly all actives have a fitted effect of over 65% in size
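TGF-beta reporter screen: HEPG2 CAGA-GFP, 1% FBS, 500 pg/mL TGF-beta final, 18 h; per-cell GFP summed per well; curves fitted and categorized by class.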
The depositor's hits bear a star; i = inactive; ? = inconclusive; . = not tested or not shown; [ ] = dose if it differs, or a comment. Unless noted, calls come from the whole dose curve; as a rule, active = well fitted curve in the direction sought with a large enough effect; inconclusive = small, poorly fitted or top-dose-only effect, or another doubt; inactive = no such curve, though single readings can be large; an effect the other way counts as inactive or inconclusive. An excerpt, so the mix of outcomes need not match the whole.

SMILES,MmCpn inh,CCT chaperon mod,EPAC2 agonist,Nrf2 activator,A549 tox,pAkt inh,EPAC2 antagonist,Nrf2 inh,TGFb inhibitor
Cn1c(CN2CCN(c3ccc(Cl)cc3)CC2)nc2ccccc21,-1%,-1.2,9%,3.5%,2%,i,-3%,?,?
CCOC(=O)C(C)n1cnc2c(nnn2-c2cccc(OC)c2)c1=O (centres undefined),0%,-5.8,4%,-0.1%,-2%,i,5%,?,-1%
O=C(NCc1ccccc1)c1c(O)c2cccc3c2n(c1=O)CCC3,0%,-5.4,16%,0.1%,?,i,-8%,4%,4%
CCCn1c(=N)c(S(=O)(=O)c2ccc(F)cc2)cc2c(=O)n3ccccc3nc21,1%,-0.7,10%,-0.7%,?,.,1%,-15%,-15%
COc1ccc(N2CCN(C(=O)CCc3nnc4ccc(N5CCC(C)CC5)nn34)CC2)cc1,-1%,1.3,9%,1.2%,2%,i,1%,0%,?
CCOn1c(=O)c(-c2ccc(F)cc2)[n+]([O-])c2ccccc21,-1%,-1.8,11%,0.1%,-1%,i,11%,11%,-11%
O=C(O)c1cccc(-c2ccc(/C=N/Nc3nn[nH]n3)o2)c1,-3%,-1.6,5%,2.8%,8%,i,-3%,4%,23%
O=C(N=C1SC2CS(=O)(=O)CC2N1c1ccccc1)c1ccccc1 (centres undefined),-1%,-2.7,-2%,-1.8%,-3%,i,-5%,-3%,5%
COc1cc(C(=O)NCCNC(=O)C2CCCNC2=O)cc(OC)c1OC (centres undefined),1%,0.6,-1%,-0.4%,3%,i,0%,-2%,0%
CC1CC(C)CN(S(=O)(=O)CC23CCC(CC2=O)C3(C)C)C1 (centres undefined),1%,2.1,5%,-0.7%,-1%,i,-5%,6%,3%
CCn1cc(C(=O)N2CCN(c3ccccc3F)CC2)c(=O)c2cc(S(=O)(=O)N(C)C3CCCCC3)ccc21,.,.,.,-0.9%,7%,.,.,-8%,-5%
Cc1cc(C(=O)NNC(=O)c2ccccc2O)c(C)o1,-2%,-4.6,10%,-0.7%,-4%,i,5%,?,-8%
Cn1c(CCN2CCCCC2)nc2cc(NC(=O)Nc3ccccc3)ccc21,1%,2.0,0%,3.8%,0%,i,-4%,?,-21%
Cn1cnnc1SCC(=O)Nc1ncc([N+](=O)[O-])s1,-2%,3.7,7%,0.1%,?,i,6%,?,1%
O=C(CSc1nc2ccccc2[nH]1)N/N=C/c1ccncc1,0%,1.2,6%,0.1%,1%,i,-2%,-18%,24%
CCN(C(=O)c1c(C)noc1C)c1c(N)n(Cc2ccccc2)c(=O)[nH]c1=O,-1%,1.9,0%,0.2%,2%,i,-6%,8%,-5%
COc1c(Cl)ccc(Cl)c1C(=O)NC(=O)Nc1nc(C)cc(C)n1,-1%,1.1,8%,0.2%,-13%,i,12%,?,0%
O=C(NNC(=O)C1CCCC1)c1cc([N+](=O)[O-])cc([N+](=O)[O-])c1,0%,-1.8,9%,-0.3%,2%,i,12%,-6%,-5%
O=C(NCc1cccnc1)C(=O)NCC(c1ccco1)N1CCN(c2ccccc2)CC1 (centres undefined),2%,-0.2,-2%,-0.2%,-6%,i,3%,?,-12%
Nc1nc(-c2ccc(F)cc2)cs1,-1%,-1.8,8%,1.6%,1%,i,-2%,3%,-20%
O=C(COC(=O)CCC(=O)c1ccc(F)cc1)NCc1ccccc1Cl,0%,-0.4,13%,-0.2%,2%,i,-10%,6%,6%
O=C(CN1C(=O)S/C(=C\c2ccc(F)cc2)C1=O)NCCCn1ccnc1,-2%,-2.5,1%,2.1%,0%,i,4%,1%,-1%
O=C(CSc1nnc(-c2ccccc2F)o1)N1CCCC1,1%,0.9,7%,0.1%,1%,i,26%,?,-3%
Nn1c(SCc2cccc3ccccc23)nnc1-c1ccco1,2%,-1.1,7%,-0.7%,1%,i,0%,?,3%
N#CCCN(Cc1cccs1)C(=O)c1ccc(Cl)cc1,1%,-0.8,7%,0.3%,4%,i,-22%,-10%,2%
Cc1[nH]c2ccccc2c1C(=O)C(=O)NCCOc1ccccc1,1%,-1.2,-3%,2.3%,-5%,i,-1%,12%,8%
COc1cc(Cl)ccc1S(=O)(=O)n1nc(C)cc1C,0%,-8.9,-4%,-0.5%,-4%,.,5%,3%,-19%
CCSc1nnc(-c2cccnc2)n1Cc1ccco1,-3%,-7.8,5%,-0.1%,?,i,3%,?,1%
Cc1cc(/C=C2\SC(=S)N(Cc3ccco3)C2=O)c(C)n1-c1ccccc1,-4%,-1.4,14%,6.2%,-6%,i,20%,?,-15%
COc1ccc(-c2csc(C(C)(O)c3ccccc3)n2)cc1 (centres undefined),.,-1.6,22%,3.4%,.,i,?,.,-20%
O=C(COC(=O)c1ccccn1)NCCc1ccc(Cl)cc1,2%,-0.3,-1%,0.3%,-1%,i,5%,1%,21%
O=C(C1CCCN(Cc2ccccc2F)C1)N1CCCCC1 (centres undefined),0%,-3.0,-1%,-0.5%,2%,i,15%,15%,13%
CSc1ncccc1C(=O)NNc1cc(Cl)ccc1Cl,-1%,-0.6,-1%,1.7%,6%,i,-11%,-18%,9%
N#Cc1ccc(Oc2ccc(NC(=O)C3CC=CCC3C(=O)O)cc2)cc1 (centres undefined),1%,-4.9,1%,0.7%,0%,i,-4%,-15%,-5%
Cc1ccc(O)c(NC(=O)/C=C/C(=O)O)c1,0%,-1.6,8%,0.0%,-11%,i,10%,?,-20%
Cc1ccc(S(=O)(=O)N(CC(=O)NC2CC2)c2ccc(C)c(Cl)c2)cc1,0%,-0.9,5%,-0.8%,2%,i,5%,-9%,9%
O=C(CC(=O)N/N=C\c1ccccc1)NCCc1ccccc1,0%,-0.9,12%,-0.1%,0%,i,3%,2%,0%
Cc1cccc(-c2nnc3n2N=C(c2ccc(Br)cc2)CS3)c1,0%,-0.8,4%,0.2%,-6%,.,6%,?,-11%
CCOC(=O)/C(=N/Nc1ccc(Cl)cc1)S(=O)(=O)c1ccc(Cl)cc1,0%,3.0,12%,0.4%,12%,i,-3%,5%,-2%
O=C1C=CC(=Nc2ccc3c(c2)Cc2ccccc2-3)O1,.,1.1,6%,4.9%,3%,i,-15%,?,5%

Three entries already listed, ordered by the value under TGFb inhibitor, rising.
mol,MmCpn inh,CCT chaperon mod,Nrf2 activator,pAkt inh,EPAC2 antagonist,TGFb inhibitor
Cc1cccc(-c2nnc3n2N=C(c2ccc(Br)cc2)CS3)c1,0%,-0.8,0.2%,.,6%,-11%
CSc1ncccc1C(=O)NNc1cc(Cl)ccc1Cl,-1%,-0.6,1.7%,i,-11%,9%
O=C(COC(=O)c1ccccn1)NCCc1ccc(Cl)cc1,2%,-0.3,0.3%,i,5%,21%

Twelve entries from above, with values under each structure:
Results follow in this order: MmCpn inh	CCT chaperon mod	EPAC2 agonist	Nrf2 activator	A549 tox	pAkt inh	EPAC2 antagonist	Nrf2 inh	TGFb inhibitor
- Cc1[nH]c2ccccc2c1C(=O)C(=O)NCCOc1ccccc1
 : 1%	-1.2	-3%	2.3%	-5%	i	-1%	12%	8%
- COc1cc(Cl)ccc1S(=O)(=O)n1nc(C)cc1C
 : 0%	-8.9	-4%	-0.5%	-4%	.	5%	3%	-19%
- CCSc1nnc(-c2cccnc2)n1Cc1ccco1
 : -3%	-7.8	5%	-0.1%	?	i	3%	?	1%
- Cc1cc(/C=C2\SC(=S)N(Cc3ccco3)C2=O)c(C)n1-c1ccccc1
 : -4%	-1.4	14%	6.2%	-6%	i	20%	?	-15%
- COc1ccc(-c2csc(C(C)(O)c3ccccc3)n2)cc1 (centres undefined)
 : .	-1.6	22%	3.4%	.	i	?	.	-20%
- O=C(COC(=O)c1ccccn1)NCCc1ccc(Cl)cc1
 : 2%	-0.3	-1%	0.3%	-1%	i	5%	1%	21%
- O=C(C1CCCN(Cc2ccccc2F)C1)N1CCCCC1 (centres undefined)
 : 0%	-3.0	-1%	-0.5%	2%	i	15%	15%	13%
- CSc1ncccc1C(=O)NNc1cc(Cl)ccc1Cl
 : -1%	-0.6	-1%	1.7%	6%	i	-11%	-18%	9%
- N#Cc1ccc(Oc2ccc(NC(=O)C3CC=CCC3C(=O)O)cc2)cc1 (centres undefined)
 : 1%	-4.9	1%	0.7%	0%	i	-4%	-15%	-5%
- Cc1ccc(O)c(NC(=O)/C=C/C(=O)O)c1
 : 0%	-1.6	8%	0.0%	-11%	i	10%	?	-20%
- Cc1ccc(S(=O)(=O)N(CC(=O)NC2CC2)c2ccc(C)c(Cl)c2)cc1
 : 0%	-0.9	5%	-0.8%	2%	i	5%	-9%	9%
- O=C(CC(=O)N/N=C\c1ccccc1)NCCc1ccccc1
 : 0%	-0.9	12%	-0.1%	0%	i	3%	2%	0%

Next section:
SMILES,MmCpn inh,CCT chaperon mod,EPAC2 agonist,Nrf2 activator,A549 tox,pAkt inh,EPAC2 antagonist,Nrf2 inh,TGFb inhibitor
CCOc1nc(C)ccc1-c1noc(-c2ccccc2OC)n1,-3%,0.0,21%,2.7%,-1%,i,-1%,-1%,17%
CN(C(=O)Nc1cccc(C(F)(F)F)c1)C1CCCCC1,1%,-3.2,-6%,-0.2%,-2%,i,1%,6%,36%[activator]
O=[N+]([O-])c1cc(Cl)ccc1NCCNc1ncc(C(F)(F)F)cc1Cl,1%,0.9,-8%,0.3%,-5%,i,-6%,-11%,0%
CC(C)NC(=O)[C@H](CSCc1ccccc1)N1Cc2ccccc2C1=O,0%,1.2,6%,-0.9%,-8%,i,-16%,5%,6%
COC(=O)c1scc(S(=O)(=O)C(C)(C)C)c1-n1cccc1,2%,0.0,2%,-0.1%,6%,i,-2%,-3%,3%
